Screens as filed in PubChem BioAssay.
GoLoco inh red – inhibitors of human Gai1-RGS12 GoLoco interaction (red fluorophore); Gai1:RGS12 GoLoco peptide FP, rhodamine, 10 min; Potency, µM (highest dose often 61.6 µM), without a hit: at the top dose activity, negative = inhibition, most hits filed as inhibitors; 230,000 tested, 0.44% active; active = well fitted inhibition curve with a large enough effect, not every such curve was filed as active; inactive = no such curve, though single readings can be large or run the other way; also: % is scaled to controls: 0 for no effect and ±100 for the full control effect; nearly all actives have a fitted effect of over 30% in size; many of its hits are not listed in these tables
KDM4E inh – JMJD2E (human) inhibition | JMJD2E catalytic domain, FDH-coupled NADH fluorescence (FDH is formaldehyde dehydrogenase) | Potency, µM (titrated, usually from 57.1 µM), without a hit: at the highest dose activity change, negative = inhibition, hits mostly inhibitors | 230,000 tested, 1.6% active; active = well fitted inhibition curve with a large enough effect, not every such curve was filed as active; inconclusive = small, poorly fitted or top-dose-only effect, or another doubt; inactive = no such curve, though single readings can be large or run the other way;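 also: 0% = wells with enzyme and -100% = buffer wells without enzyme; nearly all actives have a fitted effect of over 50% in size; many of its hits are not listed in these tables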
Target sequence (B2RXH2 1-337 limits assumed): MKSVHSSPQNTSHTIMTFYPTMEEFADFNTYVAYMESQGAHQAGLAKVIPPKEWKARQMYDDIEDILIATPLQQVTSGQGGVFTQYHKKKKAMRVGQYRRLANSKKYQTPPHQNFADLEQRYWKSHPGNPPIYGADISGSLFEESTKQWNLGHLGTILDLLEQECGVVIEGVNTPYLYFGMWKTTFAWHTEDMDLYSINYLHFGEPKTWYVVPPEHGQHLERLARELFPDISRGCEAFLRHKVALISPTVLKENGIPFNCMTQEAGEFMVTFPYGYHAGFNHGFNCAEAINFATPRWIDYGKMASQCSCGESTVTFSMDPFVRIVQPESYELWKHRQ
TexasRed fluor – alters Texas Red total fluorescence, flagging assay interference | TRb/SRC2 Texas Red total fluorescence interference | Potency, µM (titrated, usually from 106 µM), for the others: top-dose fluorescence change, negative = quenching | 280,000 tested, 0.29% active; active = well fitted curve in either direction with a large enough effect; inconclusive = small, poorly fitted or top-dose-only effect; also: % is scaled to controls: 0 for no effect and ±100 for the full control effect
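Human TRβ ligand-binding domain (0.6 uM) and Texas Red SRC2 peptide (20 nM) in Tris buffer with 1 uM T3 and 5% DMSO were incubated with pinned compound for 5 hr at ambient temperature. Total fluorescence was computed as S + 2P (555/632 nm).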
TRb-SRC2 inh – disrupts binding of human TR beta to SRC2. P10828. TRbeta-SRC2 peptide binding, fluorescence polarization; receptor liganded with 1 µM T3. Potency, µM (doses to about 106 µM), for the others: at the highest dose activity change, negative = inhibition, actives largely listed as inhibitors. 280,000 tested, 0.065% active;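 also: plate controls were bound peptide for no effect and peptide without receptor for full effect; nearly all actives have a fitted effect of over 50% in size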
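Binding of a 20-amino-acid Texas Red SRC2 peptide (20 nM) to TRb ligand-binding domain (0.6 uM) with agonist T3 at 1 uM was followed by fluorescence polarization after a 5 hr room-temperature incubation.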
ALDH1A1 inh – blocks purified human ALDH1A1 activity; Purified ALDH1A1, NADH fluorescence, propionaldehyde substrate; AID 1030; P00352; 220,000 tested, 7.3% active; Potency, µM (doses to about 75.3 µM), for inactives: at the highest dose activity, negative = inhibition, usual class: inhibitors; active = well fitted inhibition curve with a large enough effect, not every such curve was filed as active; inconclusive = small, poorly fitted or top-dose-only effect, or another doubt; inactive = no such curve, though single readings can be large or run the other way;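 also: plate controls were no enzyme wells and a reference inhibitor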
Target sequence (P00352 whole entry, looked up): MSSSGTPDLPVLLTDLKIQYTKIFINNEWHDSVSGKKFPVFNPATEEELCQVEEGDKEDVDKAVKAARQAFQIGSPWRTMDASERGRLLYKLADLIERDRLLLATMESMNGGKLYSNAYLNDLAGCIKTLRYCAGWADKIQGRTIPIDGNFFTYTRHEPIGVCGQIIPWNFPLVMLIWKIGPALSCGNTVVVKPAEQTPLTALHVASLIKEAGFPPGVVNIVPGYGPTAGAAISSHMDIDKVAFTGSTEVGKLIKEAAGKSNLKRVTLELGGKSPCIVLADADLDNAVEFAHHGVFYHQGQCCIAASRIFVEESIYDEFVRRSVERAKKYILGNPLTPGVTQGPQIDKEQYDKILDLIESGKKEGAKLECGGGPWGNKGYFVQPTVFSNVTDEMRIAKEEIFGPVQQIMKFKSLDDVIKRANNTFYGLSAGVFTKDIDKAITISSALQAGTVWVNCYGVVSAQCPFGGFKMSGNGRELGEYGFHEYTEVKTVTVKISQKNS
SMN2 splice up – SMN2 splice variant enhancement. HEK293 SMN2-luciferase splicing reporter, luminescence, 30-36 h. Potency, µM (top dose mostly 46.1 µM), inactives show at the highest dose activity change, positive = activation, most hits filed as activators. 210,000 tested, 2.8% active; also: % of control where 0% means no effect; nearly all actives have a fitted effect of over 55% in size
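qHTS luciferase splicing reporter: luminescence rises when SMN2 exon 7 is included in transfected HEK293 cells. Compound exposure lasted 30-36 h at 37C, with 4.5 mM final sodium butyrate as control, followed by a ONE-Glo read.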
RECQ1 inh – inhibitors of human RECQ1 DNA helicase; P46063; RECQ1 DNA unwinding, red fluorescence kinetic read; Potency, µM (series often up to 57.3 µM), inactives show at the highest dose activity, negative = inhibition, most hits filed as inhibitors; 240,000 tested, 0.54% active; AID 2549;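 also: plate controls were vehicle for no effect and no enzyme for full effect; nearly all actives have a fitted effect of over 30% in size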
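50 nM RECQ1T1 preincubated 15 min with compound in Tris pH 8.0 buffer with MgCl2, DTT, Tween-20 and 2.5 ug/ml poly(dI-dC); started with 200 nM TAMRA/BHQ-2 forked duplex and 2 mM ATP. Unwinding read as fluorescence (525/598 nm), two reads 2 h apart.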
Lamin A splicing – LMNA splicing modulation | HeLa LMNA splicing GFP/RFP minigene ratio, 48 h | Potency, µM (highest dose often 46.1 µM), for inactives: at the top dose ratio change, negative = inhibition, usual class: inhibitors | 200,000 tested, 0.01% active; active = well fitted inhibition curve with a large enough effect in the signal ratio, with a control signal flat, not every such curve was filed as active; inconclusive = small, poorly fitted or top-dose-only effect, or effect the other way, or a change in a side signal; the % refers to the signal ratio; also: % is scaled to controls: 0 for no effect and ±100 for the full control effect
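S3 HeLa stable clones carrying a lamin A-EGFP splicing minigene plus DsRed2 were seeded at 600 cells/well in Opti-MEM with 2% FBS, pin-dosed and incubated 48 h at 37°C. Acumen cytometry (488 nm) gave the GFP/RFP total-intensity ratio.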
The depositor's hits bear a star; i = inactive; ? = inconclusive; . = no result given; & = joins results of further samples; [ ] = dose if it differs, or a comment. Unless noted, calls follow the shape of the dose curve; as a rule, active = well fitted curve in the direction sought with a large enough effect; inconclusive = small, poorly fitted or top-dose-only effect, or another doubt; inactive = no such curve, though single readings can be large; an effect the other way counts as inactive or inconclusive. Potency is read from the fitted curve at half-maximal effect. This is a subset. The share of hits here may be higher or lower than overall.

SMILES | GoLoco inh red | KDM4E inh | TexasRed fluor | TRb-SRC2 inh | ALDH1A1 inh | SMN2 splice up | RECQ1 inh | Lamin A splicing
COc1cccc(C(=O)Nc2ccc(-c3nnc(-c4ccco4)o3)cc2)c1 | -6% | ? | 0% | 9% | ? | -25% | -6% | -5%
O=C(COc1cccc2c1CCN(Cc1ccccc1F)C2=O)N1CCOCC1 | 0% | -3% | 0% | 4% | ? | -11% | i | 0%[46 µM]
COc1ccc(N2C(=O)CC(Sc3nnnn3-c3ccc(F)cc3)C2=O)cc1 (configuration not stated) | -11% | -1% | 0% | -9% | 2.5µM* | 1% | i | ?
CC(NC(=O)c1ccc(F)cc1)C(c1cccs1)N1CCN(C)CC1 (configuration not stated) | 8% | 9% | 2% | -22% | 11% | 8% | i | -14%
O=C(NCc1ccc2c(c1)OCO2)C1CCC(CNS(=O)(=O)c2ccccc2)CC1 (configuration not stated) | 0% | 3% | 6% | 4% | 6.3µM* | -17% | 2% | -10%
Cc1ccc(C)c(C(=O)COC(=O)CCCC(=O)Nc2cc(C(F)(F)F)ccc2Cl)c1 | 3% | 1% | -2%&0% | 7%&-1% | 19% | -10%&-3% | -9% | -4%
CCOC(=O)CC(NC(=O)c1ccco1)c1ccc(OC)cc1 (configuration not stated) | -5% | 1% | 1% | -6% | 10% | 4% | i | ?
C[C@@H]1CN(C2CCN(Cc3nc(CC4CC4)no3)CC2)C[C@H](C)O1 | 1% | 13% | -6% | -1% | ? | . | -4% | 12%[46 µM]
O=C(NC1CCCCCC1)C1CCCN(S(=O)(=O)c2cnc[nH]2)C1 (configuration not stated) | 2% | -2% | -2% | -11% | 9% | -2% | -5% | 7%
Cc1cc(C)n2nc(SCC3COc4ccccc4O3)nc2n1 (configuration not stated) | 9% | 5% | 0% | -5% | -4% | 10% | i | -2%
N=c1sccn1CC(=O)Nc1cc(Cl)ccc1Oc1ccccc1 | -14% | ? | -11% | 1% | -9% | -3% | i | -11%
Cc1sc(NC(=O)C2CCCO2)c(C(N)=O)c1C (configuration not stated) | 9% | ? | 1% | -22% | 11µM* | -9% | -4% | -1%
C(=C\c1nc(N2CCCC2)c2ccccc2n1)/c1ccccc1 | 9% | 3% | 1% | 11% | 2% | 4% | -2% | -19%
COCCN1C(=O)C(O)=C(C(=O)c2ccco2)C1c1cccc(Oc2ccccc2)c1 (configuration not stated) | . | -16% | -1% | -2% | 7% | . | -8% | 2%
O=C(Nc1cccc(NC(=O)C2C3CC4OC(=O)C2C4C3)c1)c1ccccc1 (configuration not stated) | 4% | 0% | 0% | 0% | 13% | . | i | .
N#Cc1cccc(Cn2cc(C(F)(F)F)ccc2=O)c1 | -72% | -2% | -7% | -2% | . | . | -5% | .
O=C(COC(=O)c1sc2ccccc2c1Cl)Nc1ncc(Cl)cc1Cl | 32%[activator] | ? | 4% | -6% | 9% | -1% | 0% | -5%
Cc1c(C(c2ccc([N+](=O)[O-])cc2)c2c(C)n(C)n(-c3ccccc3)c2=O)c(=O)n(-c2ccccc2)n1C | -1% | -3% | . | . | -4% | -9% | -15% | 4%
COc1ccc2cc(-c3cc(C(=O)OCC(=O)NC4CCS(=O)(=O)C4)c4ccccc4n3)ccc2c1 (configuration not stated) | -9% | 4% | -4% | -5% | ? | 1.1µM* | -6% | ?
Cn1c(N)c(C(=O)CSc2nc(N)cc(N)n2)c(=O)n(C)c1=O | 4% | 8% | -2% | 2% | 6% | -4% | -2% | 12%[9.22 µM]
CCCc1cc2c(=O)c(-c3ccccn3)coc2cc1OC | 3% | 6% | 0% | -12% | 7% | ? | i | 0%
O=C1c2cccnc2C(=O)N1CNc1ccc(Cl)cc1 | 0% | -4% | 0% | 0% | -8% | 25% | -10% | -4%[46 µM]
CN(Cc1ccco1)c1nc(-c2ccc3c(c2)OCO3)nc2ccccc12 | 2% | . | . | . | ? | . | ? | -5%
Cc1cccc(N2CCN(C(=O)Cc3ccc(-n4c(=O)[nH]c5ccsc5c4=O)cc3)CC2)c1C | -4% | ? | -2% | 3% | -10% | -20% | -10% | ?
O=C(Nc1nc(NC(=O)c2ccco2)n(-c2ccccc2)n1)c1ccccc1 | 6% | ? | -5% | -7% | ? | -79%[inhibitor] | 3% | ?
Cc1cc2c(c(N)n1)c(=O)oc1ccccc12 | -1% | ? | 1% | -4% | ? | 13% | i | -2%
Nc1nc(SCC(=O)NCCc2ccccc2)[nH]c(=O)c1-c1ccccc1 | -5% | 3% | 1% | -6% | -2% | -17% | i | ?
O=C(c1ccc(NS(=O)(=O)c2ccccc2)cc1)N1CCCC1 | -10% | 7% | -6% | 9% | ? | -4% | 3% | 0%
COCCCNC(=O)c1ccc(N(C)S(=O)(=O)c2ccc(OC)cc2)cc1 | -1% | 7% | -4% | 0% | -5% | -16% | -20% | -6%
CC1=C(C(=O)N2CCCC(C(=O)c3cccc(C(F)(F)F)c3)C2)OCCO1 (configuration not stated) | 2% | -18% | -5% | -14% | ? | . | 9% | .

Another view of 4 compounds above.
O=C(Nc1nc(NC(=O)c2ccco2)n(-c2ccccc2)n1)c1ccccc1
  GoLoco inh red: 6%
  KDM4E inh: ?
  TexasRed fluor: -5%
  TRb-SRC2 inh: -7%
  ALDH1A1 inh: ?
  SMN2 splice up: -79%[inhibitor]
  RECQ1 inh: 3%
  Lamin A splicing: ?

Cc1cc2c(c(N)n1)c(=O)oc1ccccc12
  GoLoco inh red: -1%
  KDM4E inh: ?
  TexasRed fluor: 1%
  TRb-SRC2 inh: -4%
  ALDH1A1 inh: ?
  SMN2 splice up: 13%
  RECQ1 inh: i
  Lamin A splicing: -2%

Nc1nc(SCC(=O)NCCc2ccccc2)[nH]c(=O)c1-c1ccccc1
  GoLoco inh red: -5%
  KDM4E inh: 3%
  TexasRed fluor: 1%
  TRb-SRC2 inh: -6%
  ALDH1A1 inh: -2%
  SMN2 splice up: -17%
  RECQ1 inh: i
  Lamin A splicing: ?

O=C(c1ccc(NS(=O)(=O)c2ccccc2)cc1)N1CCCC1
  GoLoco inh red: -10%
  KDM4E inh: 7%
  TexasRed fluor: -6%
  TRb-SRC2 inh: 9%
  ALDH1A1 inh: ?
  SMN2 splice up: -4%
  RECQ1 inh: 3%
  Lamin A splicing: 0%

Continuation.
SMILES | GoLoco inh red | KDM4E inh | TexasRed fluor | TRb-SRC2 inh | ALDH1A1 inh | SMN2 splice up | RECQ1 inh | Lamin A splicing
CC(=O)c1nn(-c2ccccc2)cc1C(=O)c1ccc(Br)cc1 | -11% | 6% | -2% | 1% | 3% | -13% | -10% | 5%
O=C(Cc1c(C(=O)O)[nH]c2ccccc12)Nc1ccc2c(c1)OCO2 | 3% | -5% | -3% | -15% | -8% | 12% | i | -1%
CC1(C)CN(c2ccc(N3CC(C)(C)C3=O)cc2)C1=O | 1% | 7% | -2% | 2% | -9% | ? | -10% | 2%[46 µM]
C=CCSc1nnc(NC(=O)c2ccc(S(=O)(=O)NCC3CCCO3)cc2)s1 (configuration not stated) | 3% | ? | -2% | -9% | ? | 25% | -2% | ?
COc1ccccc1-c1nccc(NCc2cccc(C)c2)n1 | -3% | -11% | -1% | 2% | ? | -32%[inhibitor] | 1% | ?
O=C(CSc1nnc(Cc2ccccc2)o1)NCc1ccc2c(c1)OCO2 | 2% | -13% | 0% | -5% | -6% | -7% | -2% | -7%[46 µM]
COC(=O)C1=C(C(=O)OC)SC(=C2C(=S)C(C)(C)N(C(=O)CC(C)C)c3ccccc32)S1 | -9% | 4% | 0% | -11% | 3% | -23% | i | 8%
COc1ccc(S(=O)(=O)N(CCC#N)Cc2ccco2)cc1OC | 1% | 10% | -4% | -5% | -7% | . | -9% | ?
CC(C)CCNc1cc(=O)n(C)c(=O)n1C | 7% | 11% | 2% | -1% | -2% | 11% | i | 2%
Cc1cc2nc(-c3ccc(SCC(=O)Nc4nccs4)nc3)[nH]c2cc1C | 5% | ? | -1% | -2% | 2% | ? | -14% | -11%
N[C@@H](Cc1ccc(O)cc1)C(=O)O | 11% | . | 0% | 3% | 5% | . | 0% | ?
COC(=O)c1cc(C(=O)OC)cc(N2C(=O)CN=C2Nc2nc(C)cc(C)n2)c1 | 13% | ? | -1% | 10% | ? | . | 0% | 3%
O=C1C2C3C=CC(CO)(O3)C2C(=O)N1c1ccc(-c2ccccc2)cc1 (configuration not stated) | 2% | -12% | -5% | 0% | 0.13µM* | 17% | -3% | -4%
Cc1cccc(OCC(=O)OCC(=O)c2c(N)n(C)c(=O)n(C)c2=O)c1C | 5% | 11% | -4% | 5% | 7% | -12% | -10% | 7%
